# Assay outcomes (PubChem BioAssay)
# CRFR2-BP ag – agonists of CRF-BP/CRF-R2 complex, primary screen, cell-based, HEK293, calcium dye fluorescence, uHTS; AID 588473, 2011; CRF-binding protein / CRF receptor 2 complex (human); 350,000 compounds, 0.46% hits; activation, % at 13.2 µM; calcium dye fluorescence (FLIPR); percent of saturating CRF peptide response;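 active = activation of at least 50%, plus an integration ratio under a set limit after plate pattern correction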;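 note: plate controls were neutral control wells without compound for no effect and CRF at EC100 for full effect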
# GalR3 antagonist – GalR3 antagonists in HEK293 cells, primary screen, cell-based, fluorescence readout | Galanin receptor type 3 (Homo sapiens), O60755 | HEK293 GalR3-CNG cAMP membrane potential fluorescence; galR3 body fused to GalR1 C-terminus | inhibition, % at 3 µM | 360,000 compounds, 0.44% hits | AID 651719, 2012;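 active = inhibition above the screen-wide average plus 3 SD, cut at about 13% in these data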;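 note: forskolin and galanin both at EC90 stimulate the cells; cAMP rise reported by CNG channel membrane potential dye signal; 0% = forskolin plus galanin with DMSO and 100% = forskolin alone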
# Target sequence (O60755 1-299 limits assumed): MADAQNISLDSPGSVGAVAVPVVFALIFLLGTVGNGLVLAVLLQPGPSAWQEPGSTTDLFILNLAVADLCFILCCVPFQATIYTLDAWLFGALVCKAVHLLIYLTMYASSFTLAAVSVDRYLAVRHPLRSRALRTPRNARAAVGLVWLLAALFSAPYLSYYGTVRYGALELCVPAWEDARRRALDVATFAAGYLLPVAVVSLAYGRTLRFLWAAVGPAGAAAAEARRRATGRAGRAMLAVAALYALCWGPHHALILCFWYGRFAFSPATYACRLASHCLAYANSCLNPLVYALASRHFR
# CRFR2-BP antag – antagonists of CRF-BP/CRF-R2 complex, primary screen, cell-based, HEK293, calcium dye fluorescence, uHTS | 350,000 compounds, 0.59% hits | AID 588475, 2011 | CRF-induced calcium fluorescence | inhibition, % at 11.8 µM;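 active = inhibition of the ligand-induced calcium signal above about 50% at the single tested concentration, limit read from the data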
# Numbers without * were called inactive; & = joins results of further samples. These rows are one share of the data, so the mix of outcomes need not match the whole.
SMILES,CRFR2-BP ag,GalR3 antagonist,CRFR2-BP antag
O=C(c1ccc(Cl)cc1)C1CCN(C(=S)Nc2ccccc2)CC1,-1.6,-11,3
Cc1ccc(NC(=O)CN(C)C(=O)c2cc(-c3ccco3)nc3ccccc23)cc1,-0.2,-6,10
Cn1cccc1C(=O)NNC(=O)COc1ccc(C#N)cc1,-0.5,-4,7
CCCCn1c(N)c(N(CCOC)C(=O)CSCc2ccc(Cl)c(Cl)c2)c(=O)[nH]c1=O,-0.9,-6,-6
COc1cc(C=c2c3ccccc3n3c2cc(-c2ccccc2)[n+]3C)cc(OC)c1OC,-2.9,-5,-1
CCN(C1CCCCC1)S(=O)(=O)CCNC(=O)c1ccc(OC)cc1,-0.3,-3,6
CCCCOC(=O)c1ccc(NC(=O)COC(=O)C2CSC3(C)CCC(=O)N23)cc1 (centres undefined),4.2,11,-11
COc1cc(C(=O)COC(=O)C2CCCCC2)cc(OC)c1OC,-0.5,-5,-7
Cc1cccc(CCNC(=O)C2CC(O)CN2C(=O)Nc2ccccc2)c1 (centres undefined),0.9,-4,2
COc1ccccc1N(C)S(=O)(=O)c1ccc(C(=O)NCCCN2CCCC2=O)cc1,-0.1,-2,-9
COc1ccc(-c2csc3ncnc(N4CCN(S(=O)(=O)c5cccc(F)c5)CC4)c23)cc1,-0.5,0,0
O=C(O)c1nnsc1-c1csnn1,2.8,-4,4
COc1ccccc1N1CCN(C(=O)CSc2nnnn2C2CC2)CC1,0.7,0,-9
COc1ccc(S(=O)(=O)N(C)C[C@H]2Oc3ccc(NC(=O)Nc4ccccc4)cc3C(=O)N([C@H](C)CO)C[C@@H]2C)cc1,0.0,-5,5
Cc1ccc(NS(=O)(=O)c2ccc(C)c(C(=O)Nc3ccc(S(=O)(=O)Nc4onc(C)c4C)cc3)c2)cc1,-2.8,-7,-4
COc1ccc2[nH]c3c(c2c1)CCN1C(=O)C(CC(=O)NCCC2=CCCCC2)C[C@H](C(=O)N2CCCCC2)[C@@]31CCc1ccccc1 (some centres undefined),2.0,-3,14
COc1cc(=O)oc(-c2ccccc2)c1C(C)=O,-3.7,-1,-14
O=C(CNS(=O)(=O)c1ccc2ccccc2c1)Nc1ccc(F)c(F)c1F,-2.5,-8,3
COc1cc(OC)cc(C(=O)OCC(=O)NC(c2ccccc2)c2ccccc2)c1,0.2,-4,-1
Cn1c(/C(C#N)=C(\O)c2ccccc2Cl)nc2ccccc21,-5.8,5,10
Cc1ccccc1CNC(=O)c1ccccc1SCC(=O)NCc1ccco1,-0.4,-5,13
O=C(COc1ccc(Br)cc1)NCC1COc2ccccc2O1 (centres undefined),-0.5,0,16
CC1(C)CC(=O)C(CSC(=O)c2ccccc2)C(=O)C1,0.6,-6,-3
CNCC(O)c1ccc(OC(=O)C(C)(C)C)c(OC(=O)C(C)(C)C)c1 (centres undefined),-0.1,55*,-12
O=C(NCCCCc1ccccc1)c1cccc(NC(=O)C2CCCCC2)c1,-1.5,-7,38
O=C(NCC1CCCN1S(=O)(=O)c1ccccc1)C(=O)NC1CC1 (centres undefined),-0.8,-1,5
CC1CCC2(CC1)NC(=O)N(CC(=O)N1CC(C)CC(C)C1)C2=O (centres undefined),0.1,-6,-7
O=C1/C(=C\c2ccccc2)CN(C(=O)CCN2CCCCC2)C/C1=C/c1ccccc1,4.5,-4,-36
COc1ccc(NS(=O)(=O)c2cccc(C(=O)NN=Cc3ccc(OC)cc3OC)c2)cc1,-2.5,-4,1
Cc1cc(Cl)nc(Cl)c1C(=O)NCCc1ccccc1,0.4,-6,-12

# Two entries from above, with the structure last:
CRFR2-BP ag	GalR3 antagonist	CRFR2-BP antag	Molecule
0.9	-4	2	Cc1cccc(CCNC(=O)C2CC(O)CN2C(=O)Nc2ccccc2)c1 (centres undefined)
-0.1	-2	-9	COc1ccccc1N(C)S(=O)(=O)c1ccc(C(=O)NCCCN2CCCC2=O)cc1

# GalR3 antagonist, what is marked active above.
SMILES,CRFR2-BP ag,GalR3 antagonist,CRFR2-BP antag
CNCC(O)c1ccc(OC(=O)C(C)(C)C)c(OC(=O)C(C)(C)C)c1 (centres undefined),-0.1,55*,-12

# The list continues:
SMILES,CRFR2-BP ag,GalR3 antagonist,CRFR2-BP antag
COc1ccc(NS(=O)(=O)c2cc(NC(=O)c3cc(F)c(F)cc3Cl)ccc2N2CCOCC2)cc1,2.1,-6,-1
O=C(CN1C(=O)NC(CCc2ccccc2)C1=O)Nc1cccc(Br)c1 (centres undefined),-0.4,2,-2
Cc1ccc(S(=O)(=O)N2CCOCC2)cc1NS(=O)(=O)c1ccc(F)c(F)c1,2.6,-2,24
O=C(NOCc1ccccc1)c1ccccc1,-1.0&-1.3,-1,16&8
CC(NC(=O)COC(=O)c1ccc2c(c1)OCCO2)c1ccccc1 (centres undefined),-0.8,-2,-2
Nc1nonc1-n1nnc(C(=O)N/N=C/c2ccccc2F)c1CN1CCOCC1,0.1,0,16
Cc1ccccc1-c1cc(C(=O)NCc2cccc(Br)c2)nn1CC1CC(c2cccc([N+](=O)[O-])c2)=NO1 (centres undefined),2.9,-4,-7
Cc1nn(CC(=O)NC2CCC(C)CC2)c(C)c1[N+](=O)[O-] (centres undefined),1.1,-7,1
COc1ccc(S(=O)(=O)N2CCN(C(=O)c3cccc(S(=O)(=O)N4CCCC4)c3)CC2)cc1,-1.4,-9,-5
CC(C)CN(C(=O)COC(=O)CNC(=O)c1ccccc1)c1c(N)n(Cc2ccccc2)c(=O)[nH]c1=O,0.8,5,-1
O=C(COC(=O)c1ccc(S(=O)(=O)N2CCCC2)cc1)NCCc1ccc(F)cc1,-0.4,-4,5
C[C@@]12C(=O)Nc3cc(F)c(F)cc3C(=O)N1[C@H]1c3ccccc3OC[C@@H]1[C@@H]2c1ccccc1,2.7,-10,2
Cc1ccc(S(=O)(=O)N2[C@@H](c3ccccc3F)C(C(=O)O)=CC[C@H]2c2cccc(C)c2)cc1,0.8,0,6
CC(C)(C)c1cc(-c2nc(N)nc(N)n2)c(O)c(C(C)(C)C)c1,0.0,-2,-8
CCN(CC)CCN=c1c(C)nc(C#N)c(N)n1O,0.3,3,-6
Cc1ccc2ccccc2c1NC(=O)CNCc1ccccc1,0.5,-4,21
CCCOc1ccc(C(=O)Nc2cc(S(=O)(=O)N3CCOCC3)ccc2N2CCN(CC)CC2)cc1OC,-3.9,4,-8
COc1ccc(-c2cc(C(=O)NCC(c3ccco3)N(C)C)c3ccccc3n2)cc1OC (centres undefined),-0.5,1,-3
O=C(O)c1ccccc1C(=O)N(c1ccccc1)c1ccccc1,0.9,-4,0
COC(=O)[C@]1(Cc2ccccc2)N[C@H](c2ccc(-c3cc(C(C)=O)cs3)cc2)[C@@H]2C(=O)N(C)C(=O)[C@@H]21,5.4,-2,-12
O=C(c1ccco1)N1CCN(C(=O)c2ccccc2OCc2ccc(Cl)cc2)CC1,-0.1,-1,2
COc1ccc(NS(=O)(=O)c2cccc(C(=O)N3CCN(C(=O)c4ccco4)CC3)c2)cc1,-3.0,2,-2
COc1cc(-c2nnc(COC(=O)c3nn(CC(C)C)c(=O)c4ccccc34)o2)cc(OC)c1OC,3.7,1,8
C=CCCO[C@@H]1O[C@@H](C)[C@H](O)C[C@H]1O,-0.4,-1,-1
Cc1ccc(C)c(OCc2cc(C(=O)N3CCN(C4CCCCC4)CC3)no2)c1,0.0,-5,-2
CCN(CC)C(=O)[C@H]1C[C@H](CC(=O)NCCN2CCOCC2)C(=O)N2CCc3c([nH]c4cc(-c5ccco5)ccc34)[C@]12C,0.1,-7,3
CCN1C(N(C)C)=NC[C@@H]1Cc1ccccc1,0.0,-4,7
CC1CCCC(C)N1C(=O)COC(=O)CSc1ccc([N+](=O)[O-])cc1 (centres undefined),1.2,-1,15
Cc1ccc(-c2nn(-c3ccccc3)cc2C(=O)Nc2cccc(S(=O)(=O)NC3=NCCC3)c2)cc1,3.0,-2,-17
COc1ccc(C)cc1NC(=O)COC(=O)c1ccc2c(c1)OCO2,0.3,0,7
Cc1ccc(C2=CC(=O)CC(C)(C)C2)cc1,-4.4,-1,-5
NC(=O)C1CCN(c2nc(-c3ccccc3-c3ccccc3)cs2)CC1,-3.0,-4,-13
CCCC(C(=O)NNC(=O)c1ccncc1)c1ccccc1 (centres undefined),-3.0,-2,12
CC1CCN(C(=O)COC(=O)c2ccc(N3CCCC3=O)cc2)CC1,-0.9,-3,-2
CCN(C(=O)CSc1nnc(COc2ccccc2F)n1N)c1c(N)n(Cc2ccccc2)c(=O)[nH]c1=O,0.3,-6,-3
NC(=O)c1ccsc1NC(=O)COC(=O)c1ccc(Cl)nc1,0.7,-2,-3
CC(C)NC(=O)Nc1ccc2c(c1)C(=O)N([C@H](C)CO)C[C@H](C)[C@@H](CN(C)S(C)(=O)=O)O2,3.0,-7,-2
COc1cc(/C=C/C(=O)OCC(=O)NNC(=O)c2cc(Cl)ccc2OC)ccc1O,-0.4,-8,6
CCN(CC(=O)NCc1cccs1)C(=O)/C=C/c1ccc(C)cc1,0.0,-6,-10
CN(C(=O)c1cccc(NC(=O)C2CCCN(C(=O)OC(C)(C)C)C2)c1)C1CCCC1 (centres undefined),1.2,-6,5
Nc1ccc2c(c1)C(=O)c1ccccc1-2,0.6,-7,-15
Cc1ccc([C@H]2C[C@H](n3cc(-c4ccc(F)cc4)nn3)[C@@H](O)CN2C(=O)C2CCCCC2)cc1,-0.1,1,-5
Cc1cn(CC(=O)NCC2CCCO2)c(=O)[nH]c1=O (centres undefined),0.3,-3,2
COc1cc(/C=C/C(=O)OCC(=O)N2CCC(C)CC2)ccc1O,-0.3,-2,12
Cc1cc(NC(=O)c2ccc3nccnc3c2)ccc1Br,2.9,-7,-35
COc1cc(C(=O)OCc2nc3ccsc3c(=O)[nH]2)c([N+](=O)[O-])cc1OC,0.1,7,0
COCCN(C(=O)COC(=O)C1CC1C)c1c(N)n(Cc2ccccc2)c(=O)[nH]c1=O (centres undefined),2.2,-2,2
CCOc1ccc([C@@H]2CC=C(C(=O)O)[C@H](c3ccc(F)cc3)N2S(=O)(=O)c2ccc(C)cc2)cc1,-1.0,0,4
CCn1cc(-c2ccccc2)c(C(=O)O)c1-c1ccc(OC)cc1,-0.9,-2,5
Cc1nc(-c2ccc(F)cc2)c(CC(=O)N2CCN(S(=O)(=O)c3cccc([N+](=O)[O-])c3)CC2)s1,0.2,-5,-23
CCN1C(=O)[C@H]2[C@@H](c3ccc(C(F)(F)F)cc3)N[C@]3(CCCN(Cc4ccc(C(F)(F)F)cc4)C3=O)[C@H]2C1=O,-0.5,-7,-13
CCC(=Cc1ccccc1OC)c1ccncc1,-0.7,-7,-11
C[C@H]1COC(=O)[C@@H](Cc2ccc(F)cc2)CC/C=C\C[C@H](CC(=O)NCCO)C(=O)N1,0.1,-3,-17
Cc1noc(C)c1NC(=O)Nc1cccc2c1O[C@H](CN(C)C(=O)Nc1ccccc1)[C@@H](C)CN([C@H](C)CO)C2=O,-1.9,-2,12
COc1ccc(NC(=O)Cc2ccccc2F)cc1S(=O)(=O)N1CCCCC1,-1.8,-8,2
CCOC(=O)Nc1ccc(S(=O)(=O)Nc2onc(C)c2C)cc1,-0.4,-2,-5
CC(=O)N/C(=C/c1ccc2c(c1)OCO2)C(=O)NC(Cc1ccccc1)C(=O)O (centres undefined),-0.8,16*,0
Cc1noc(C)c1COc1ccc(C(=O)N2CCC(C)CC2)cc1,-3.6,-6,13
Cc1cccc(-c2oc3ccc(-c4ccc5c(c4)OCO5)cc3c2C#Cc2cncn2C)c1,4.2,10,-5
N/C(Cc1ccc(Cl)cc1)=N\OC(=O)CCc1ccccc1,-1.7,-10,14

# 5 entries picked at random from those above:
SMILES,CRFR2-BP ag,GalR3 antagonist,CRFR2-BP antag
O=C(COc1ccc(Br)cc1)NCC1COc2ccccc2O1 (centres undefined),-0.5,0,16
COc1cc(C(=O)COC(=O)C2CCCCC2)cc(OC)c1OC,-0.5,-5,-7
COc1cc(=O)oc(-c2ccccc2)c1C(C)=O,-3.7,-1,-14
CC(C)CN(C(=O)COC(=O)CNC(=O)c1ccccc1)c1c(N)n(Cc2ccccc2)c(=O)[nH]c1=O,0.8,5,-1
Cc1cc(Cl)nc(Cl)c1C(=O)NCCc1ccccc1,0.4,-6,-12

# Remaining list, next part:
SMILES,CRFR2-BP ag,GalR3 antagonist,CRFR2-BP antag
CCOC(=O)C1=CNS(=O)(=O)NC1c1ccc(C)cc1 (centres undefined),1.2,1,6
COc1cc(OC)c(NC(=O)c2cc3ccccc3cc2O)cc1Cl,5.4,-4,-12
COc1cc(OC)cc(C(=O)Nc2ncn[nH]2)c1,-1.2,-3,-7
c1cncc(-c2cnc3ccccc3c2)c1,-1.4,-6,0
O=C(CSc1nnc(-c2ccc(Cl)cc2)o1)NNC(=O)c1ccncc1,0.0,-5,8
Cc1ccc(OCCC(=O)OCC(=O)NC(=O)NC2CCCC2)cc1,-0.1,-4,0
COc1ccc(CCNC(=O)CNC(=O)N2CC(=O)Nc3ccccc32)cc1,-0.1,-7,-2
CC(=O)c1cccc(S(=O)(=O)Nc2ccccc2N2CCOCC2)c1,-0.9,-7,3
CCCCn1c(N)c(N(CC(C)C)C(=O)CSCc2ccc(Cl)c(Cl)c2)c(=O)[nH]c1=O,-0.4,-9,-2
